Screening results from PubChem.
Xi reactivation – reactivates the inactive X chromosome in mouse fibroblasts; XiGFP mouse fibroblasts, % GFP-positive cells imaging, 3 d; cells co-treated with 5-aza-dC sensitizer; scaled so ellipticine positive control = 100%; activation, % at 7.58 µM; actives 0.055% (n = 360,000); AID 743238;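 active = mean normalized replicate activation at least 10% and every replicate at or above 10%; inconclusive = only one of the two criteria met; inactive = mean below 10% and not all replicates reach 10%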;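 also: 0% = median of on-plate neutral control wells and 100% = ellipticine 6 µM median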
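System: SV40-immortalized XiGFP fibroblast cells, line 68-5-11 / Incubation: 3-day compound exposure, then 15 min fixation at room temperature / Compound: single concentration per compound, delivered by pin transfer / Buffer or medium: DMEM plus 5-aza-dC sensitizer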
Casp6 inh – inhibitors of human caspase-6 | P55212 | inhibition, % at 12.5 µM | actives 0.53% (n = 350,000) | purified caspase-6, Z-VEID-R110 cleavage fluorescence;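 active = mean inhibition across replicates at least about 35%, with every replicate also reaching that limit, limit read from the data; inconclusive = only one of the two criteria met; inactive = neither criterion met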;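 also: 0% = median of neutral control wells and 100% = no fluorescence left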
RAD52 anneal inh – RAD52 (human) annealing inhibition. recombinant RAD52 DNA annealing, FRET fluorescence. inhibition, % at 18.7 µM. AID 651710. actives 0.46% (n = 360,000). P43351;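 active = every replicate showing at least 50% inhibition; inconclusive = mean inhibition at least 50% but not in every replicate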
Target sequence (P43351 whole entry, looked up): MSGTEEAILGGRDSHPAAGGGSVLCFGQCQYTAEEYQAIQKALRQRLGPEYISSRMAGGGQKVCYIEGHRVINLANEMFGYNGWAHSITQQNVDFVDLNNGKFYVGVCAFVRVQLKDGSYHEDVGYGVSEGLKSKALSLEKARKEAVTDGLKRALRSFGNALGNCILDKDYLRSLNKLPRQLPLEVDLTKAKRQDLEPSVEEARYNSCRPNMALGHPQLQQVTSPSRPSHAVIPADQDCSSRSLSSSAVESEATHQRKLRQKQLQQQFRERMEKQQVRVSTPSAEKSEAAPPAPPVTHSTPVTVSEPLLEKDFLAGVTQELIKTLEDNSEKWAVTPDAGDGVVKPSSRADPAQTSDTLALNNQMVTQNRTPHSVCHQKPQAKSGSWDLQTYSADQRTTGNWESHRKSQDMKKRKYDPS
CFTR F508del cor – correctors of CFTR F508del function in bronchial epithelial cells; actives 0.36% (n = 350,000); AID 720511; CFBE cells, YFP halide quenching; stimulated with forskolin plus potentiator P3; % fluorescence drop versus neutral controls; activity (quench increase), % at 7.58 µM;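 active = mean added fluorescence quench of at least 8% versus neutral control, with both replicates also reaching 8%; inconclusive = only one of the mean or replicate conditions met; inactive = mean below 8% and not both replicates reaching 8%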;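 also: cells transiently co-express mutant CFTR-F508del with the halide-sensitive YFP; corrector assay measuring rescue of mutant channel to the surface after 24 h compound exposure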
E-sel inducer – induces E-selectin expression in human endothelial cells | P16581 | HUVEC E-selectin immunofluorescence imaging; normalized: neutral wells 0, TNF-alpha wells 100 | activation, % at 7.58 µM | actives 0.37% (n = 260,000) | AID 686992;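 active = mean E-selectin-positive cell signal at least 10% of the positive control, reached in at least 60% of replicates, without over 20% cell loss; inconclusive = no rule given, readout overlaps actives, possibly toxicity-flagged; inactive = the rest, including those meeting only one limit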;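 also: in these data hits start at about 27%; measured in HUVEC primary endothelial cells; signal is the percent of cells scored E-selectin positive by PE staining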
Target sequence (P16581 whole entry, looked up): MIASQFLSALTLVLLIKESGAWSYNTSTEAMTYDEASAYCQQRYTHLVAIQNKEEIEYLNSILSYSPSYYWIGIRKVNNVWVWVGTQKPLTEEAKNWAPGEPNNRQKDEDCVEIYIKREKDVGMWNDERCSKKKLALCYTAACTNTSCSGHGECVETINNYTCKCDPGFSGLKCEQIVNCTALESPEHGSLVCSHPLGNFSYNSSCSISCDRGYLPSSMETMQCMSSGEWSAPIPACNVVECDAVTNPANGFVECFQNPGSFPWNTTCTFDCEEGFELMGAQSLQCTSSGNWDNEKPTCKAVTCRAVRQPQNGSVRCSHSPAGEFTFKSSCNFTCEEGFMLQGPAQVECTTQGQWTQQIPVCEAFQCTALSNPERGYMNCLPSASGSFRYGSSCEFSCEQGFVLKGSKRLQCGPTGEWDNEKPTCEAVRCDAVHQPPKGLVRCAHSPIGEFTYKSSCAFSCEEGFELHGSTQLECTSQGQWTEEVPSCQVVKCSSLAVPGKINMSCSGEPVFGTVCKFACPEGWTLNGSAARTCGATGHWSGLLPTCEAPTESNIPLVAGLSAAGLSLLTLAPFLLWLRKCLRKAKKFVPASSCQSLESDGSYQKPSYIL
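assay system = HUVEC, human umbilical vein endothelial cells | input = 3,000 HUVEC seeded per well | medium = EGM-2 growth medium on 0.1% gelatin-coated wells | dosing = one compound dose added by pin transfer | signal = immunofluorescence imaging | read-out basis = % PE-positive cells | control set = TNF-alpha, DMSO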
DENV2 CPE – inhibitors of DENV2 cytopathic effect; DENV2-infected cells, cytopathic effect rescue, plate reader; CPE inhibition, % at 9.99 µM; actives 1.7% (n = 350,000); in the data active = CPE inhibition above about 20%, passing the limit was not always enough; inconclusive = no clear call, values can overlap the other calls; tested in BHK-21 cells;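 also: 0% = median of neutral control wells and 100% = median of positive control wells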
RAD54 branch – RAD54 (human) branch migration inhibition | Q92698 | RAD54 Holliday junction branch migration, FAM/BHQ fluorescence | inhibition, % at 10.4 µM | actives 0.14% (n = 360,000);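 active = mean normalized replicate activity at least 40 and at least half of replicates scoring 40 or more; inconclusive = only one of the two criteria met; inactive = mean below 40 and under half of replicates reaching 40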;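 also: 0% = median of neutral control wells and 100% = median of positive control wells; inhibitors cause a drop in the FAM fluorescence signal; in these data hits start at about 50%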
INS-1E GSIS act – GLuc luminescence reporter in INS-1E cells, primary screen for activators of glucose-dependent secretion of insulin. INS-1E GLuc reporter insulin secretion, 2-3 h. activation, % at 16.6 µM. actives 0.61% (n = 370,000);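 active = lowest replicate activation of at least 40%, so every replicate reaches that level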;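 also: 0% = median of neutral control wells and 100% = median of IBMX positive control wells; some compounds called inactive have numbers as strong as hits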
* marks the source's active call; other numbers are inactive results; ? = inconclusive; . = no result given; & = joins results of further samples.

SMILES	Xi reactivation	Casp6 inh	RAD52 anneal inh	CFTR F508del cor	E-sel inducer	DENV2 CPE	RAD54 branch	INS-1E GSIS act
COc1ccc(NC(=O)Nc2cccc3c2O[C@@H](CN(C)Cc2ccc(C(=O)Nc4ccccc4N)cc2)[C@@H](C)CN([C@@H](C)CO)C3=O)cc1	-0.9	0	-1	-0.9	0.1	0	.	23
CN(C)c1ccc2c(c1)[C@H]1C[C@H](CC(=O)NCc3ccncc3)O[C@H](CO)[C@H]1O2	0.0	-1	-48	-0.9	0.1	7	15	4
COc1ccc(-n2c(=S)[nH]c3cc(C(=O)Nc4ccccc4OC)ccc3c2=O)c(OC)c1	0.1	2	0	-3.8	-0.2	16	.	-6
O=c1[nH]n2c(C(F)(F)F)cc(C3CC3)nc2c1N=Nc1ccccc1	0.0	0	-13	-0.8	.	3	.	-3
CN(C)CCNC(=S)Nc1ccccc1C(C)(C)C	5.7	-5	-8	0.6	.	1	6	10
Cc1ccc(C)c(C(O)c2ncc(-c3ccc(F)cc3)[nH]2)c1 (stereo not drawn)	-0.1	3	-13	-2.4	0.0	-5	-1	9
O=S1(=O)CC(N2CCN(c3ccccn3)CC2)CN1C1CCCCC1 (stereo not drawn)	0.1	-1	8	-6.4	0.0	?	-4	3
Cc1cccc(N2C(=O)C3CCCN3C2=S)c1 (stereo not drawn)	0.0	1	-12	-1.9	-0.1	4	3	7
COc1ccc(OCc2nn[nH]n2)cc1	0.4	0	-21	-2.1	-0.1	10	-3	-1
COCC(=O)N(C)C[C@@H]1Oc2ncc(C#Cc3ccccc3OC)cc2C(=O)N([C@H](C)CO)C[C@H]1C	0.0	-1	-2	0.2	0.1	28	1	2
CC(Cn1nnc2ccccc21)C(=O)O (stereo not drawn)	0.0	13	-10	-0.7	5.1	3	.	-8
CNC(=O)C1(C)C=CCN1C(=O)c1ccccc1 (stereo not drawn)	-0.2	-4	-7	-0.3	0.8	?	-3	.
C[C@@H]1CN([C@@H](C)CO)C(=O)c2cc(NC(=O)c3ccccc3)ccc2O[C@@H](C)CCCCO[C@H]1CN(C)C(=O)Cc1ccccc1	0.0	-4	-6	-1.4	.	-1	-2	-21
COc1ccccc1CNC(=O)Cn1c(=O)c2cccn2c2cccnc21	-0.1	1	-11	0.8	.	13	1	9
S=c1nc(-c2cccc(Cl)c2)[nH][nH]1	0.1	-1	-8	3.4	.	-2	.	-5
COCCNC(=O)C[C@H]1C[C@H]2c3cc(NC(=O)C4CCC4)ccc3O[C@H]2[C@@H](CO)O1	0.3	4	-1	-0.7	0.6	-6	7	44
COc1ccc(S(=O)(=O)Nc2ccc3c(c2)C(=O)N([C@H](C)CO)C[C@H](C)[C@@H](CN(C)S(=O)(=O)c2ccccc2)O3)cc1	-0.1&-0.7	1&3	-11&17	3.2&3.3	-0.1&-0.5	-9&-9	-12	-13&-11
COC(=O)[C@@]12C[C@@H](CC(=O)NCCC(C)C)C(=O)N(Cc3ccco3)C1=CCC(C)(C)C2	0.1	1	3	-2.1	1.0	8	.	-18
CN(C)C1CN(Cc2cn(Cc3ccccc3)nn2)S(=O)(=O)C1 (stereo not drawn)	0.1	-4	-5	0.1	0.0	20	.	-6
CN1C(=O)c2cc(NC(=O)Cc3cccs3)ccc2OC[C@H]2O[C@H](CC(=O)NCCCN3CCOCC3)CC[C@H]21	0.0	-3	7	1.5	0.4	18	3	14
C[C@@H]1CCCCO[C@H](CN(C)Cc2ccc3c(c2)OCO3)[C@H](C)CN([C@H](C)CO)C(=O)c2cc(NC(=O)Nc3ccccc3)ccc2O1	0.0	0	21	-0.9	0.2	0	0	-22
C[C@@H]1CN([C@H](C)CO)C(=O)c2cc(C#Cc3ccc(F)cc3)cnc2O[C@H]1CN(C)CC1CCOCC1	0.1	5	-6	0.0	-0.1	-5	3	-3
COc1ccc(NC(=O)CCC(=O)N(Cc2ccc(OC)c(OC)c2)c2nccs2)c(OC)c1	0.0	-4	-11	-3.3	.	11	.	7
Cc1ccc(C(=O)N/C(=C/c2ccco2)C(=O)N2CCC(C)CC2)cc1	0.1	-1	-10	0.9	.	?	-11	32
CCCNC(=O)N1[C@H](CO)[C@@H](c2ccccc2C2=CCCCC2)[C@@H]1C#N	0.0	-3	20	-1.1	0.2	4	.	-8
CC(C)Cn1c(N)c(C(=O)CSc2n[nH]c(N)n2)c(=O)n(C)c1=O	0.1	0	-10	-5.1	0.2	-10	2	2
COc1ccc(CN(C(=O)/C=C/c2ccco2)C2CCS(=O)(=O)C2)cc1 (stereo not drawn)	-0.1	3	-9	-3.6	.	1	.	-2
CCc1cccc(C)c1NC(=O)COC(=O)CSCc1ccccc1	0.0	-2	-5	1.3	-0.2	?	1	19
Cc1c(C(=O)O)cccc1-n1c(C)cc(C=O)c1C	0.0	9	-22	-2.2	5.0	0	-16	11
O=C(Nc1cc(S(=O)(=O)N2CCOCC2)ccc1N1CCOCC1)C1CCCO1 (stereo not drawn)	0.0	-1	4	0.3	-4.7	0	.	8
O=C(O)C[C@H]1C[C@@H]2c3cc(NC(=O)Nc4ccc(C(F)(F)F)cc4)ccc3O[C@@H]2[C@@H](CO)O1	0.0	2	-7	1.0	0.4	0	1	12
C[C@@H]1CN([C@@H](C)CO)C(=O)c2cc(NC(=O)Cc3ccccc3)ccc2O[C@H]1CN(C)S(=O)(=O)c1ccccc1	0.3	1	-27	-0.1	-0.3	7	0	-7
COc1cccc(C#Cc2ccc3c(c2)[C@H]2[C@H](CCN2S(=O)(=O)c2ccc(C)cc2)[C@H](CO)N3)c1	-0.1	0	-14	3.0	0.3	1	.	13
CC(=O)N1CC2(C1)[C@@H](c1ccc(-c3ccccc3C)cc1)[C@@H](CO)N2C(=O)CC1CC1	0.0	-1	-15	-1.0	-0.1	7	.	-24
Cc1ccc(CSCC(=O)Nc2ccccc2F)cc1	0.0	-1	-4	-2.8	0.0	?	-10	1
COc1ccc(S(=O)(=O)N(C)C[C@H]2Oc3c(NC(=O)Nc4ccc5c(c4)OCO5)cccc3C(=O)N([C@H](C)CO)C[C@H]2C)cc1	0.3	-1	-9	0.2	2.7	15	0	13
CO[C@H]1CN(C)C(=O)c2ccc(NC(=O)C3CC3)cc2OC[C@@H](C)N(Cc2ccccc2)C[C@@H]1C	0.0	.	6	1.3	0.0	-7	-12	-39
CC(C)(C)C(=O)C1=C(O)C(=O)N(c2ccccc2)C1c1ccccc1 (stereo not drawn)	0.0	1	-8	3.3	0.2	-2	-14	13
O=C(CCn1cccn1)Nc1ccc(-c2ccno2)cc1	0.0	-1	-6	-3.3	.	?	-4	227
CN1C(=O)[C@H]2[C@@H](c3ccccc3)N[C@]3(CCCN(Cc4ccc(F)cc4)C3=O)[C@H]2C1=O	0.0	10	-14	8.0	0.1	4	-1	10
CCCC(=O)Nc1ccc2c(c1)OC[C@H](C)N(CCc1ccccc1)C[C@H](C)[C@@H](OC)CN(C)C2=O	-0.4	.	.	1.1	-0.7	.	.	-25
O=C(NC1CCCC1)N[C@@H]1C=C[C@@H](CC(=O)N2CCOCC2)O[C@H]1CO	0.4	2	-6	2.5	-0.2	-16	5	9
CC(=O)NC[C@@H]1[C@@H](c2ccc(C3=CCCC3)cc2)[C@H](CO)N1Cc1cccnc1	-0.1	.	-60	1.7	-0.2	8	0	2
COc1ccccc1-c1ccc2n(c1=O)C[C@H]1[C@H](CO)[C@@H](C(=O)N[C@H](C)c3ccccc3)[C@@H]2N1C	0.0	1	-11	-1.9	-0.1	74*	-1	-10
CCN(CC)S(=O)(=O)c1ccc(N2CCN(C)CC2)c(NC(=O)Nc2ccc(C)cc2)c1	0.0	-7	33	2.3	.	4	7	-23
COc1ccc(CNc2ccc(Br)cc2)cc1	0.0	0	6	3.2	.	-1	.	-11
O=C(CCNC(=O)c1ccc(Br)cc1)NCC1COc2ccccc2O1 (stereo not drawn)	0.0	2	0	-2.0	-0.9	2	-4	-3
CC1(C)CN(C(=S)Nc2ccc(F)cc2F)C1=O	-0.1	-1	-12	-1.4	0.7	6	7	11
CC(C#N)(NC(=O)CN1CCN(S(=O)(=O)c2ccccc2Cl)CC1)C1CC1 (stereo not drawn)	0.0	-1	-13	-2.7	.	-1	-9	-19
CC(=O)NCCNC(=O)C1(C)Cc2c(-c3ccc(NC(C)=O)cc3)ccnc2O1 (stereo not drawn)	0.0	-3	-4	0.0	-0.3	-3	-8	2
CC(C)C[C@@H](COCc1cccc(Cl)c1)N1CCN(C(=O)c2cccc(C(F)(F)F)c2)CCC1=O	-0.1	-2	-5	-1.1	-0.3	-2	.	-1
O=C(COc1cc(F)ccc1[N+](=O)[O-])Nc1ccc2c(c1)OCO2	-0.1	0	-10	3.4	0.3	-1	-6	6
COc1ccccc1C(=O)OCC(=O)c1ccc(CNC(C)=O)s1	-0.1	4	-2	-1.2	.	?	-9	-4
CSc1nc(N)c2c(C)c(C)sc2n1	0.0	-2	-11	.	-0.3	2	.	3
COC(=O)C1=CN(c2ccc3c(c2)OCO3)C(N)=C(C#N)C1c1ccccc1 (stereo not drawn)	0.3	6	-29	4.0	0.0	2	.	1
CC(C)(C)c1ccccc1NC(=O)Cn1c(=O)cnc2ccccc21	0.0	0	-13	1.5	-0.2	-9	.	-9
O=C(C[C@@H]1C[C@H]2c3cc(NC(=O)C4CCC4)ccc3O[C@H]2[C@H](CO)O1)NC1CCCC1	0.1	2	-2	0.4	-0.3	-4	-1	5
CCC(=O)c1ccc(OCC(=O)OCC(=O)NC2CCCCCCC2)cc1	0.0	0	7	-2.1	-0.5	-2	6	14
Cc1ccc(NC(=O)CN(C)CC(=O)Nc2ccc3c(c2)OCO3)cc1	0.0	-4	-2	0.3	-0.5	?	-2	.
CN(C)CCCNC(=O)/C(=C\c1ccc(-c2ccc(Br)cc2)o1)NC(=O)c1ccccc1	1.7	-56	62*	.	-0.3	5	?	.

Next structures.
SMILES	Xi reactivation	Casp6 inh	RAD52 anneal inh	CFTR F508del cor	E-sel inducer	DENV2 CPE	RAD54 branch	INS-1E GSIS act
COCCCN1C(=O)/C(=C/c2ccc(CNS(=O)(=O)c3ccccc3)o2)C(C(=O)OC)=C1C	0.0	.	-15	3.3	.	-1	6	1
CCc1cc(-c2nnn(-c3cc(C(C)C)ccc3C)c2CC)ccc1-c1cn(CCc2c[nH]c3ccccc23)nn1	0.2	-1	-15	1.4	.	3	3	-2
O=C(CCCn1c(SCc2ccccc2F)nc2ccccc2c1=O)NCC1CCCO1 (stereo not drawn)	0.1	4	-5	1.0	0.4	.	-4	4
CC(=O)NC(c1ccc(N(C)C)cc1)c1cc(Cl)c2cccnc2c1O (stereo not drawn)	0.1	2	-17	4.2	-0.3	-7	-5	.

Some of the entries so far, with bars between the fields:
molecule | Xi reactivation | Casp6 inh | RAD52 anneal inh | CFTR F508del cor | E-sel inducer | DENV2 CPE | RAD54 branch | INS-1E GSIS act
O=C(CCCn1c(SCc2ccccc2F)nc2ccccc2c1=O)NCC1CCCO1 (stereo not drawn) | 0.1 | 4 | -5 | 1.0 | 0.4 | . | -4 | 4
CC(=O)NC(c1ccc(N(C)C)cc1)c1cc(Cl)c2cccnc2c1O (stereo not drawn) | 0.1 | 2 | -17 | 4.2 | -0.3 | -7 | -5 | .
